High-throughput results deposited in PubChem BioAssay by NMMLSC.
VLA-4 inh: inhibition in a human VLA-4 binding assay | P13612 | VLA-4 expressing cells, ligand binding flow cytometry | inhibition, % (about 7 µM as worked out from the volumes in the protocol) | 0.2% of 330,000 active; in the data active = inhibition above about 50%
Target sequence (P13612 whole entry, looked up): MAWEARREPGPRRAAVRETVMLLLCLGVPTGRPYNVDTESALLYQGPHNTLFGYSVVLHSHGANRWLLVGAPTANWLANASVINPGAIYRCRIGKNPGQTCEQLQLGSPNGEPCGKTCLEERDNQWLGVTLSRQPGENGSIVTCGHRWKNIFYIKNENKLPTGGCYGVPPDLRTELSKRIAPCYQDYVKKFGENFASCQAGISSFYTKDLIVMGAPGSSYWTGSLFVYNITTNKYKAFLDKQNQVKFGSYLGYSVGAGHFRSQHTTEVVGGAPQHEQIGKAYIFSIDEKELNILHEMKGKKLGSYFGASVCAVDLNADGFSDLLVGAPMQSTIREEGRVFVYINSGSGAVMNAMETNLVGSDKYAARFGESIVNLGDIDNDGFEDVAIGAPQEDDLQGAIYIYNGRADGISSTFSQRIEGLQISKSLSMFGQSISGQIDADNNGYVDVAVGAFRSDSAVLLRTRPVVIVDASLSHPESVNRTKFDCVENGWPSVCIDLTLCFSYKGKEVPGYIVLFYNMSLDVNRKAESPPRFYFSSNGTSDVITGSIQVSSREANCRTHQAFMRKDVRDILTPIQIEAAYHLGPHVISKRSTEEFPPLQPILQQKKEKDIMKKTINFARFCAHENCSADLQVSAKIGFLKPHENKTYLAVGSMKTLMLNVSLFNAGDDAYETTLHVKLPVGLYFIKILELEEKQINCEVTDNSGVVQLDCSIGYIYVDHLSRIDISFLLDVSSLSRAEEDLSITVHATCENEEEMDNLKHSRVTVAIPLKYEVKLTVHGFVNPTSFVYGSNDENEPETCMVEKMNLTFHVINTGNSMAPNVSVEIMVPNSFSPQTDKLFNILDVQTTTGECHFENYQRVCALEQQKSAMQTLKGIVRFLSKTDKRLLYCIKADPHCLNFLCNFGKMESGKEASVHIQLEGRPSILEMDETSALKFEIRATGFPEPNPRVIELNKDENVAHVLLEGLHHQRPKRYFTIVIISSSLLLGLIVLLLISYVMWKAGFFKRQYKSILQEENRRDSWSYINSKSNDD
Yeast superoxide: yeast age-related superoxide inhibition as caloric restriction mimetic | superoxide response (% of plate mean), % at 10 µM | 0.18% of 330,000 active | S. cerevisiae aged cells, superoxide DHE fluorescence; active compounds read low;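 active = superoxide response under a set limit, about three screen SD below normal, cut at about 65% in these data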;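 note: yeast aged for seven days with compound at 30 °C before DHE staining; 100% = average MFI of all compound-treated wells on the plate with controls excluded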
GRK2 inh: human GRK2 inhibition via aptamer displacement; bead flow cytometry, FAM-aptamer displacement from GRK2; 0.59% of 330,000 active; inhibition of aptamer binding, % at 10 µM; AID 488847;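 active = inhibition of aptamer binding above 40%, roughly 3 SD of noise, on plates passing a quality check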;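 note: median bead fluorescence of bound FAM aptamer so fluorescent compounds give negative values; no value below 0 was filed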
RPL19A TOR yeast: alters RPL19A-GFP fluorescence in TOR pathway yeast screen; 0.3% of 330,000 active; S. cerevisiae RPL19A-GFP strain, flow cytometry, 3 h; active compounds read low; AID 2025; percent response vs DMSO, % at 10 µM;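 active = percent response vs DMSO below 50%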;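 note: median channel GFP fluorescence of the barcoded RPL19A-GFP strain; ratio of sample median GFP to plate DMSO average so 100% = DMSO; lower means less RPL19A-GFP as with rapamycin TOR inhibition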
CIT2-GFP yeast: modulators of TOR pathway CIT2-GFP in S. cerevisiae; S. cerevisiae CIT2-GFP strain, flow cytometry, 3 h; 100 means same as DMSO wells; GFP response vs DMSO, % at 10 µM; 0.065% of 320,000 active;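 active = GFP response relative to DMSO above a set limit, near the screen mean plus 3 SD, cut at about 150% in these data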;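 note: ratio of well median GFP fluorescence to mean of DMSO wells on the plate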
AGP1-GFP MLPCN: alters AGP1-GFP fluorescence in TOR pathway yeast screen | S. cerevisiae AGP1-GFP multiplex flow cytometry, 3 h; GFP as percent of DMSO wells | GFP response vs DMSO, % at 10 µM | 0.02% of 320,000 active | AID 2066;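 active = GFP response relative to DMSO above a set limit, near screen average plus 3 SD, cut at about 150% in these data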;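 note: median GFP channel fluorescence of the gated AGP1 strain per well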
LAP4-GFP MLPCN: alters LAP4-GFP fluorescence in TOR pathway yeast screen | 0.34% of 320,000 active | GFP response vs DMSO, % at 10 µM | S. cerevisiae LAP4-GFP multiplex, flow cytometry GFP, 3 h; median GFP as percent of DMSO wells;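 active = GFP response vs DMSO above a set limit, about the screen mean plus 3 SD, cut at about 150% in these data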
MEP2-GFP yeast: yeast TOR pathway MEP2-GFP modulation; 0.51% of 330,000 active; GFP response vs DMSO, % at 10 µM; S. cerevisiae MEP2-GFP strain, flow cytometry GFP, 3 h; 100% = DMSO control level;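 active = GFP response versus DMSO above a set limit, roughly screen mean plus 3 SD, cut at about 180% in these data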;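 note: median GFP fluorescence of the barcode-gated MEP2-GFP cells per well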
* = called active by the depositor; . = not tested or not shown.

1) COc1ccc(-c2onc(C)c2C)cc1S(=O)(=O)NCCc1ccco1
2) Cc1nnc(SCCn2c(N(C)Cc3ccccc3)nc3c2c(=O)[nH]c(=O)n3C)s1
3) O=C(COC(=O)Cc1n[nH]c(=O)c2ccccc12)Nc1c(Cl)cccc1C(F)(F)F
4) CCCC(C)NC(=O)CSc1nc(-c2ccccc2)cn1N (stereo unspecified)
5) Cc1ccc(Cn2c(O)c(N=O)c3ccccc32)cc1

assay / compound,1,2,3,4,5
VLA-4 inh,10,-13,-4,11,-3
Yeast superoxide,96,94,96,85,108
GRK2 inh,5,1,3,2,36
RPL19A TOR yeast,103,101,94,100,99
CIT2-GFP yeast,103,115,89,107,96
AGP1-GFP MLPCN,100,108,93,109,96
LAP4-GFP MLPCN,97,122,96,102,92
MEP2-GFP yeast,112,103,91,103,99

6) O=C(c1cccs1)c1coc2ccc(O)cc12
7) COc1ccc(Cn2nnnc2C(c2cccs2)N2CCN(c3ccc([N+](=O)[O-])cc3)CC2)cc1 (stereo unspecified)
8) CC(C)c1ccc(NC(=O)CSc2nc3ccsc3c(=O)n2Cc2ccc(C(=O)O)cc2)cc1
9) COc1cccc(/C=N/NC(=O)C(C)n2nnc3ccccc32)c1 (stereo unspecified)
10) Cc1nc(-c2cccc(Cl)c2)n[nH]1

assay / compound,6,7,8,9,10
VLA-4 inh,-16,-4,10,4,-2
Yeast superoxide,83,94,98,101,110
GRK2 inh,6,1,3,0,1
RPL19A TOR yeast,96,98,94,100,101
CIT2-GFP yeast,93,106,91,100,101
AGP1-GFP MLPCN,92,101,92,97,105
LAP4-GFP MLPCN,105,107,100,94,117
MEP2-GFP yeast,93,101,99,104,98

11) Clc1cccc(Cl)c1CSc1nnc(CN2CCOCC2)n1-c1ccccc1
12) COc1ccc(OC)c(NC(=O)CC(Cc2ccccc2OC)C(=O)O)c1 (stereo unspecified)
13) Oc1[nH]c2ccccc2c1/C=N/N1CCCCC1
14) COc1ccc(OC)c(NC(=S)NCc2cccnc2)c1
15) CCc1ccc(NC(=O)Cn2cnc([N+](=O)[O-])c2)cc1

assay / compound,11,12,13,14,15
VLA-4 inh,4,9,9,13,54*
Yeast superoxide,102,108,93,117,110
GRK2 inh,0,0,0,6,2
RPL19A TOR yeast,105,101,101,103,101
CIT2-GFP yeast,103,99,89,95,98
AGP1-GFP MLPCN,104,105,100,101,97
LAP4-GFP MLPCN,106,102,98,93,98
MEP2-GFP yeast,106,104,101,105,99

16) COc1ccccc1N1CCN(C(=O)CSc2nc3ncnc(N)c3[nH]2)CC1
17) COc1ccc(-n2cnnc2SCc2ncc(-c3ccccc3)o2)cc1
18) CC(C)c1ncc(C(O)c2cccc3ccccc23)n1C (stereo unspecified)
19) COC(=O)c1c(NC(NC(=O)C(C)C)C(Cl)(Cl)Cl)sc2c1CCC2 (stereo unspecified)
20) CN(C)CCCNC(=O)C(=O)NCC1CCCO1 (stereo unspecified)

assay / compound,16,17,18,19,20
VLA-4 inh,4,10,10,1,11
Yeast superoxide,103,105,91,120,105
GRK2 inh,0,0,1,0,1
RPL19A TOR yeast,97,100,97,89,89
CIT2-GFP yeast,90,95,101,89,92
AGP1-GFP MLPCN,98,97,99,102,100
LAP4-GFP MLPCN,93,99,97,114,101
MEP2-GFP yeast,98,98,96,110,90

Sorted by SMILES length (descending): 5 of the compounds above
19) COC(=O)c1c(NC(NC(=O)C(C)C)C(Cl)(Cl)Cl)sc2c1CCC2 (stereo unspecified)
15) CCc1ccc(NC(=O)Cn2cnc([N+](=O)[O-])c2)cc1
18) CC(C)c1ncc(C(O)c2cccc3ccccc23)n1C (stereo unspecified)
14) COc1ccc(OC)c(NC(=S)NCc2cccnc2)c1
13) Oc1[nH]c2ccccc2c1/C=N/N1CCCCC1

assay / compound,19,15,18,14,13
VLA-4 inh,1,54*,10,13,9
Yeast superoxide,120,110,91,117,93
GRK2 inh,0,2,1,6,0
RPL19A TOR yeast,89,101,97,103,101
CIT2-GFP yeast,89,98,101,95,89
AGP1-GFP MLPCN,102,97,99,101,100
LAP4-GFP MLPCN,114,98,97,93,98
MEP2-GFP yeast,110,99,96,105,101

(listing goes on)
21) O=C(O)CCc1nn2c3ccccc3n(Cc3ccccc3F)c2nc1=O
22) COCCNC(=S)N/N=C/c1ccc(OCc2ccc(C(=O)OC)cc2)cc1
23) CN(Cc1ccccc1)c1nc(N)c([N+](=O)[O-])c(NCc2ccccc2)n1
24) CCCC(C)NC(=S)NC(=O)c1cc(S(=O)(=O)N2CCOCC2)ccc1C (stereo unspecified)
25) COc1ccc(CC(=O)Nc2ccc(F)c(Cl)c2)cc1S(=O)(=O)N1CCOCC1

assay / compound,21,22,23,24,25
VLA-4 inh,-11,3,-7,10,3
Yeast superoxide,106,122,107,103,96
GRK2 inh,0,6,5,2,1
RPL19A TOR yeast,100,103,102,103,95
CIT2-GFP yeast,96,101,97,97,95
AGP1-GFP MLPCN,112,96,102,96,95
LAP4-GFP MLPCN,110,87,96,87,102
MEP2-GFP yeast,116,100,99,97,98

26) Cc1ccc2c(Cl)c(C(=O)NCCc3ccccc3)sc2c1
27) CN(C)c1ccc(/C=N/NC2=NS(=O)(=O)c3ccccc32)cc1
28) O=C(COC(=O)c1ccc([N+](=O)[O-])o1)Nc1ccc(Br)cc1F
29) COc1ccccc1C(=O)n1nc(-c2ccco2)nc1SC
30) CC(=O)Nc1ccc(C(=O)NCC(=O)OCc2ccccc2F)cc1

assay / compound,26,27,28,29,30
VLA-4 inh,.,-8,-10,-10,-6
Yeast superoxide,108,92,120,100,94
GRK2 inh,2,0,0,3,0
RPL19A TOR yeast,99,102,93,104,99
CIT2-GFP yeast,102,104,91,106,93
AGP1-GFP MLPCN,97,103,96,95,88
LAP4-GFP MLPCN,100,98,141,118,91
MEP2-GFP yeast,107,103,112,93,97

31) COc1ccc(C(O)(CCc2ccccc2)CCN2CCCCC2)cc1 (stereo unspecified)
32) Cc1ccc(S(=O)(=O)N2CCN(C(=O)CN3CCOCC3)C2c2ccccc2)cc1 (stereo unspecified)
33) CN1CCN(c2ccccc2NC(=O)c2ccc(N3CCCC3)c([N+](=O)[O-])c2)CC1
34) COc1ccccc1/C=C/C=N/n1c(-c2cc(-c3ccccc3)n[nH]2)n[nH]c1=S
35) COc1ccc2c(c1)c(C(=O)N/N=C/c1cccc(O)c1)c(C)n2C

assay / compound,31,32,33,34,35
VLA-4 inh,1,-3,0,-29,-4
Yeast superoxide,92,97,113,94,95
GRK2 inh,0,1,0,0,18
RPL19A TOR yeast,95,101,90,99,98
CIT2-GFP yeast,95,98,92,112,101
AGP1-GFP MLPCN,96,102,106,110,94
LAP4-GFP MLPCN,96,101,105,103,94
MEP2-GFP yeast,97,102,96,99,113

36) Cc1occc1C(=O)N=Nc1c(O)[nH]c2ccc(Br)cc12
37) Cc1ccc(OCc2cc(C(=O)NCc3cnn(-c4cccc(F)c4)c3)no2)cn1
38) CCNC(=S)NC1CC2CCCC(C1)N2Cc1ccc(C)cc1 (stereo unspecified)
39) Cc1cccc(C(=O)NNC(=O)C2CCCO2)c1 (stereo unspecified)
40) CSc1nncn1/N=C/c1cc(Cl)ccc1F

assay / compound,36,37,38,39,40
VLA-4 inh,16,16,-1,-8,9
Yeast superoxide,101,113,98,99,96
GRK2 inh,0,0,0,0,0
RPL19A TOR yeast,100,111,103,98,103
CIT2-GFP yeast,107,107,106,104,104
AGP1-GFP MLPCN,103,106,104,104,97
LAP4-GFP MLPCN,101,101,93,99,99
MEP2-GFP yeast,100,115,106,94,101

41) Cc1ccc2c(c1)C(C)(C)[C@]1(C)NC(=O)CCN21
42) CN(C)S(=O)(=O)NCC1CCCN(Cc2cc3ccccc3s2)C1 (stereo unspecified)
43) COc1ccc(C(=O)Nc2nnc(CC(=O)N/N=C/c3ccc(O)cc3O)s2)cc1
44) CN(C)S(=O)(=O)c1ccc(Cl)c(NC(=O)COC(=O)/C=C/c2ccc(S(=O)(=O)N3CCOCC3)cc2)c1
45) CCN1CCN(C(=O)C2=C(C(=O)O)CCCC2)CC1

assay / compound,41,42,43,44,45
VLA-4 inh,-5,12,18,-18,9
Yeast superoxide,105,103,105,101,95
GRK2 inh,3,1,0,5,0
RPL19A TOR yeast,86,103,99,104,95
CIT2-GFP yeast,89,106,92,100,101
AGP1-GFP MLPCN,85,96,99,98,105
LAP4-GFP MLPCN,89,94,92,93,91
MEP2-GFP yeast,92,110,94,93,96

46) CC1CCc2c(C(=O)Nc3cccc(-c4nn[nH]n4)c3)csc2C1 (stereo unspecified)
47) CN(NC(=O)c1ccc(Cl)cc1Cl)C1=NS(=O)(=O)c2ccccc21
48) CCN(CC)S(=O)(=O)c1ccc(OC)c(NS(=O)(=O)Cc2ccccc2)c1
49) O=C(O)CN1C(=O)NC2(CCc3ccccc32)C1=O (stereo unspecified)
50) O=C(c1cccs1)N1CCC(c2nc3c(nnn3Cc3ccccc3Cl)c(=O)[nH]2)CC1

assay / compound,46,47,48,49,50
VLA-4 inh,13,0,12,-5,-5
Yeast superoxide,104,110,99,89,97
GRK2 inh,3,0,2,0,1
RPL19A TOR yeast,98,99,98,107,101
CIT2-GFP yeast,98,96,96,96,109
AGP1-GFP MLPCN,104,99,101,99,108
LAP4-GFP MLPCN,122,105,99,92,92
MEP2-GFP yeast,95,104,99,102,98

51) Cc1cc(C)n(-c2nc3ccccc3n3nnnc23)n1
52) CC(C)(C)NC(=O)C(=O)N/N=C/c1cccs1
53) Cc1cc(C(=O)Nc2c(F)cc(F)cc2Br)n(-c2ccccc2)n1
54) NS(=O)(=O)c1ccc(CCNC(=O)C(=O)NCC2OCCN2S(=O)(=O)c2cccs2)cc1 (stereo unspecified)
55) CN(Cc1ccccc1)Cc1nc2c(c(=O)n(C)c(=O)n2C)n1CCc1ccccc1
56) CCOc1ccc2ccc(OCC)c(/C=N/n3cnnc3)c2c1
57) C=CCc1ccc(OCCCCN2CC(C)OC(C)C2)c(OC)c1 (stereo unspecified)
58) O=C1CN(C(=O)c2cnccn2)c2ccccc2N1

assay / compound,51,52,53,54,55,56,57,58
VLA-4 inh,8,3,19,25,12,6,-10,-9
Yeast superoxide,88,90,100,109,115,106,93,99
GRK2 inh,1,0,1,0,40,0,0,3
RPL19A TOR yeast,98,102,93,88,106,106,102,96
CIT2-GFP yeast,105,101,98,88,98,104,101,97
AGP1-GFP MLPCN,99,100,95,95,101,98,103,98
LAP4-GFP MLPCN,105,98,88,98,104,94,99,102
MEP2-GFP yeast,106,101,86,95,107,105,105,96
